# HT1080-NT tox – qHTS for induction of synthetic lethality in tumor cells producing 2HG: qHTS for the HT-1080-NT fibrosarcoma cell line; Potency, µM (series often up to 46.1 µM), for the others: at the top dose activity, negative = less viability, actives largely listed as cytotoxic; AID 686970, 2013; actives 1.6% (n = 360,000); HT-1080-NT fibrosarcoma viability, CellTiter-Glo ATP luminescence, 48 h;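 also: NT is the 2HG producing partner of a matched IDH1 knockdown line; potency is read from the fitted curve at half-maximal effect; 0% = DMSO-treated cells and -100% = media-only wells without cells; nearly all actives have a fitted effect of over 55% in size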
#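 Compounds were tested in concentration-response format on HT-1080-NT cells for 48 hours at 37 degrees C. Cell viability came from CellTiter-Glo luminescence; curves were classified by r2, response magnitude and activity.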
# KB-V1 MDR tox – qHTS assay for MDR1-selective chemotherapeutics: Primary screen using the drug-selected MDR subline cells KB-V1; KB-V1 MDR cells viability, CellTiter-Glo, 72 h; Potency, µM (titrated, usually from 46.1 µM), inactives show at the highest dose activity change, negative = cytotoxicity, hits mostly cytotoxic; actives 3.4% (n = 400,000); also: potency is read from the fitted curve at half-maximal effect; % is scaled to controls: 0 for no effect and ±100 for the full control effect; nearly all actives have a fitted effect of over 60% in size
#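 qHTS viability screen in drug-selected KB-V1 MDR cells: 72 h compound treatment at 37 degrees C, ATP luminescence end point.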
# ATXN viability – Viability Counterscreen for Primary qHTS for Inhibitors of ATXN expression; AID 651635, 2014; S2 cells (HEK-293 line with an ATXN2-luciferase reporter) viability, CellTiter-Fluor protease fluorescence, 24 h; Potency, µM (titrated, usually from 56.7 µM), hits mostly cytotoxic; actives 0.49% (n = 400,000); also: potency is read from the fitted curve at half-maximal effect; nearly all actives have a fitted effect of over 40% in size
# HT1080 IDH1KD tx – qHTS for induction of synthetic lethality in tumor cells producing 2HG: qHTS for the HT-1080-IDH1KD cell line. HT-1080 IDH1 knockdown viability, ATP luminescence, 48 h. Potency, µM (doses to about 46.1 µM), for inactives: top-dose activity, negative = toxicity, actives largely listed as cytotoxic. actives 2% (n = 360,000);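 also: potency is read from the fitted curve at half-maximal effect; 0% = DMSO wells and -100% = cell-free medium wells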
#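 Assay cells: HT-1080 with IDH1 knockdown, 750 per well, RPMI/5% FBS. Exposure: 48 h at 37 °C following 2 h pre-incubation. Read: CellTiter-Glo luminescence; fitted concentration-response, curve class assigned.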
# SW480 rereplic – A quantitative high throughput screen for small molecules that induce DNA re-replication in SW480 colon adenocarcinoma cells; SW480 DNA re-replication, Hoechst DNA content imaging, 48 h; Potency, µM (titrated, usually from 46.1 µM), without a hit: top-dose re-replication activation, hits mostly activators; actives 1.8% (n = 340,000); AID 624297, 2012; also: potency is read from the fitted curve at half-maximal effect; % of control where 0% means no effect; nearly all actives have a fitted effect of over 55% in size
#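 Per well, 250 cells were exposed to pinned compound for 48 hr. Nuclear DNA was visualised with Hoechst (40 min, 37 C) and total object intensity recorded by fluorescence scanning.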
# MCF10A rereplic – A quantitative high throughput screen for small molecules that induce DNA re-replication in MCF 10a normal breast cells | MCF 10A DNA re-replication, Hoechst nuclear intensity, 48 h | Potency, µM (series often up to 46.1 µM), without a hit: top-dose activity, positive = re-replication, most hits filed as activators | actives 2.9% (n = 350,000) | AID 624296, 2012; also: potency is read from the fitted curve at half-maximal effect; % of control where 0% means no effect; nearly all actives have a fitted effect of over 50% in size
# ATXN2 expr inh – Primary qHTS for Inhibitors of ATXN expression; Potency, µM (series often up to 57 µM), without a hit: at the highest dose activity change, negative = inhibition, hits mostly inhibitors; HEK-293 ATXN2-luciferase reporter, luminescence, 24 h; actives 0.72% (n = 360,000); also: potency is read from the fitted curve at half-maximal effect; % is scaled to controls: 0 for no effect and ±100 for the full control effect; nearly all actives have a fitted effect of over 55% in size
#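 ATXN2-luciferase reporter cells (luciferase flanked by upstream and downstream ATXN2 gene portions) were treated 24 h at 37 °C with compounds at up to 57 uM. SteadyGlo luminescence gave expression; GF-AFC fluorescence gave viability.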
# IL-1B inflam inh – qHTS for Inhibitors of Inflammasome Signaling: IL-1-beta AlphaLISA Primary Screen; activity change, % at 57.5 µM; AID 743279, 2014; THP-1 LPS/ATP IL-1B secretion, AlphaLISA, 16 h; hits give low values; actives 4.7% (n = 360,000); in the data active = activity change below about -50%; inconclusive = mostly about -30% to -49%; also: % is scaled to controls: 0 for no effect and ±100 for the full control effect
#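 Secreted IL-1B measured by AlphaLISA bead assay after 16 h compound exposure of THP-1 cells; compounds (final up to 57.5 uM) added 1 h before LPS (250 ng/mL) and ATP (1.25 mM) stimulation; lower signal means less secretion.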
# KB-3-1 cytotox – qHTS assay for MDR1-selective chemotherapeutics: Primary screen using the parental adenocarcinoma cell KB-3-1; Potency, µM (highest dose often 46.1 µM), for inactives: at the highest dose activity change, negative = cytotoxic, hits mostly cytotoxic; KB-3-1 viability, CellTiter-Glo ATP luminescence, 72 h; AID 1347075, 2019; actives 1.4% (n = 400,000); also: potency is read from the fitted curve at half-maximal effect; % is scaled to controls: 0 for no effect and ±100 for the full control effect; nearly all actives have a fitted effect of over 60% in size
#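 Here the drug-naive KB-3-1 line serves as comparator for MDR sub-line selectivity; cells received compound titrations, 72 h at 37 °C, then CellTiter-Glo readout.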
# The depositor's hits bear a star; i = inactive; ? = inconclusive; . = no result given; [ ] = another dose, or the depositor's remark. Unless noted, calls follow the shape of the dose curve; as a rule, active = well fitted curve in the direction sought with a large enough effect; inconclusive = small, poorly fitted or top-dose-only effect, or another doubt; inactive = no such curve, though single readings can be large; an effect the other way counts as inactive or inconclusive. Rows were taken by chance. Share with any hit: about 11%.
structure	HT1080-NT tox	KB-V1 MDR tox	ATXN viability	HT1080 IDH1KD tx	SW480 rereplic	MCF10A rereplic	ATXN2 expr inh	IL-1B inflam inh	KB-3-1 cytotox
CC(C)C(=O)Nc1cccc(NC(=O)c2cc3ccccc3o2)c1	1%	-5%	i	0%	-6%	3%	23%	-5	-2%
COc1ccc(C(=O)NCCCNC(=O)c2ccc(C)nc2)cc1	2%	-5%	i	8%	-3%	-3%	-12%	5	-2%
COc1ncnc2c1ncn2CCCNCc1ccco1	6%	3%	i	1%	.	.	-1%	-18	9%
O=C(Nc1c(Cl)cccc1Cl)c1ccc(-c2ccccc2)cc1	-28%	-2%	i	?	3%	-1%	5%	-4	7%
CS(=O)(=O)N1CCC(C(=O)N2CCN(C(c3ccccc3)c3ccccc3)CC2)CC1	-3%	-24%	i	-1%	?	16%	.	-8	-4%
O=C(Nc1ccc2nc(-c3cccs3)[nH]c2c1)c1ccco1	-11%	0%	i	-3%	-7%[9.22 µM]	17%	30%	-10	19%
COc1ccccc1-c1ccc2nnc(SCC(=O)N3CCCC3)n2n1	-3%	-10%	i	-4%	-71%[inhibitor]	?	6%	-11	-13%
Cn1cc(CN2CCC(C(O)c3cccs3)CC2)c(-c2cccc(Cl)c2)n1 (stereo not given)	-29%	7%	i	?	-11%	5%	-22%	?	4%
CCCc1nc(SCc2ccc(Cl)cc2Cl)n[nH]1	7%	-18%	.	4%	2%	6%	.	?	-5%
CC(C)(C)C(=O)NC1CC(=O)N(c2ccc3c(c2)OCCO3)C1 (stereo not given)	.	0%	i	.	.	.	11%	.	-5%
CCOc1ccccc1NC(=O)NCc1cccnc1	11%	9%	i	17%	1%	-1%	5%	6	-4%
CCCCCc1nnc(NC(=O)c2ccc3nc[nH]c3c2)s1	-5%	3%	i	-7%	7%	18%	4%	-28	20%
O=C(CSc1nnnn1-c1ccccc1)Nc1ccccc1	10%	-23%	?	5%	-8%	-2%	.	-1	3%
CC(C)C[C@@H]1NC(=O)[C@H](CO)NC(=O)c2cc([N+](=O)[O-])cc(I)c2OCC[C@@H](C(N)=O)NC1=O	5%	?	?	18%	-16%	1%	-5%	61	17%
Cc1nn(C)c(C(=O)N/N=C/c2cccnc2)c1Cl	16%	14%	i	18%	-2%	12%	2%	-21	-9%
Cc1onc(-c2ccccc2)c1C(=O)N1CCN(c2ccc([N+](=O)[O-])cc2)CC1	5%	?	i	0%	0%	8%	-17%	-2	-22%
Cc1cc(=O)[nH]c(SCC(=O)Nc2nnc(CC(C)C)s2)n1	-3%	-16%	i	0%	-6%	-7%	-5%	19	-6%
CCCCOC(=O)c1ccc(NC(=O)COC(=O)C2CSC3(C)CCC(=O)N23)cc1 (stereo not given)	-8%	?	i	-9%	1%	-4%	2%	13	6%
Cc1c(Cl)cccc1NC(=O)CCCCCN1C(=O)CCC1=O	10%	12%	i	1%	-1%	0%	0%	0	-2%
COc1cc(C=O)ccc1OCC(=O)Nc1ccc2c(c1)OCO2	-2%	?	i	0%	-7%	7%	19%	-24	22%

# 4 compounds out of the list, arranged by SMILES length, highest first:
structure	HT1080-NT tox	KB-V1 MDR tox	ATXN viability	HT1080 IDH1KD tx	SW480 rereplic	MCF10A rereplic	ATXN2 expr inh	IL-1B inflam inh	KB-3-1 cytotox
Cc1onc(-c2ccccc2)c1C(=O)N1CCN(c2ccc([N+](=O)[O-])cc2)CC1	5%	?	i	0%	0%	8%	-17%	-2	-22%
CCCCOC(=O)c1ccc(NC(=O)COC(=O)C2CSC3(C)CCC(=O)N23)cc1 (stereo not given)	-8%	?	i	-9%	1%	-4%	2%	13	6%
Cc1cc(=O)[nH]c(SCC(=O)Nc2nnc(CC(C)C)s2)n1	-3%	-16%	i	0%	-6%	-7%	-5%	19	-6%
O=C(Nc1c(Cl)cccc1Cl)c1ccc(-c2ccccc2)cc1	-28%	-2%	i	?	3%	-1%	5%	-4	7%

# Going on with the list:
structure	HT1080-NT tox	KB-V1 MDR tox	ATXN viability	HT1080 IDH1KD tx	SW480 rereplic	MCF10A rereplic	ATXN2 expr inh	IL-1B inflam inh	KB-3-1 cytotox
O=C(c1cccc(S(=O)(=O)Nc2ccccc2Cl)c1)N1CCN(C(=O)c2ccco2)CC1	-1%	0%	i	-2%	0%	1%	-5%	6	3%
O=C(c1ccncc1)N1CCN(S(=O)(=O)c2cccc(Cl)c2)CC1	7%	-11%	i	6%	3%	-4%	6%	1	-10%
O=C(COC(=O)CNC(=O)c1ccccc1)Nc1ccc(S(=O)(=O)N2CCCC2)cc1	9%	-2%	i	0%	-5%	-13%	-2%	-5	10%
COc1cccc(Cl)c1NC(=O)N1CCN(c2ccnc3cc(Cl)ccc23)CC1	1%	?	?	-6%	-25%	-1%	.	-1	-16%
CC(=O)Nc1cccc(OCC(=O)Nc2ccccc2)c1	1%	11%	i	0%	-14%	-1%	38%[activator]	-6	13%
N#CC12COC3(CCCCC3C1(C#N)C#N)OC2=N (stereo not given)	0%	3%	.	0%	-9%	-5%	1%	-21	5%
CCS(=O)(=O)N1CCN(c2ccc(C(=O)NC3C4CC5CC(C4)CC3C5)cc2[N+](=O)[O-])CC1 (stereo not given)	12%	-8%	i	9%	-10%	25%	-3%	4	-16%
CC(=O)N1CCC(C(=O)N2c3ccccc3N=C(c3ccc4c(c3)OCO4)C2C(=O)Nc2c(C)cccc2C)CC1 (stereo not given)	9%	-3%	.	4%	.	.	.	44	8%
CC1CC(C)CN(CCCNC(=O)Cc2c(C(=O)O)[nH]c3ccccc23)C1 (stereo not given)	-9%	-21%	i	-9%	2%	-189%[0.0737 µM]	-3%	2	-6%
COc1ccc(S(=O)(=O)N2CCN(CC(=O)Nc3ccccc3Cl)CC2)cc1	-3%	-6%	i	-1%	-1%	3%	-9%	0	6%
Cc1ccc(S(=O)(=O)N2CCOCC2)cc1C(=O)N1CCN(c2ncccn2)CC1	-1%	0%	i	0%	8%	7%	0%	-9	-2%
COC(c1ccccc1)c1nnc(CCC(=O)NCCc2ccc(Cl)cc2)o1 (stereo not given)	10%	-9%	.	-2%	-3%	1%	-8%	16	8%
CNc1nc(N)c([N+](=O)[O-])c(NCCO)n1	29%	2%	i	-5%	-15%	0%	-4%	39	26%
Cc1cccc(NC(=O)c2ccc3c(c2)OCCO3)c1	?	-30%	i	-24%	-3%	12%	-37%	1	-5%
C[C@@H]1Cn2cnc(C(=O)NCC(=O)OC(C)(C)C)c2C(=O)N1	22%	8%	i	9%	.	.	5%	-6	8%
COc1cccc(/C=N/NC(=O)C(=O)N2CCCC2)c1O	?	-2%	i	-19%	0%	-5%	6%	117	-9%
COc1cc2ccccc2cc1C(=O)N/N=C/c1cccs1	?	9.2µM*	i	4.1µM*	.	.	.	33	2.3µM*
CCCc1cc(C(=O)N2CCN(c3ccc(C(F)(F)F)cn3)CC2)sc1C	?	1%	i	?	?	26%	?	?	4%
COc1ccc(-c2nn(CC(=O)Nc3ccccc3F)c3c2cnc2ccc(F)cc23)cc1	.	15%	i	.	.	.	3%	.	-5%
CN(C)c1ccc(C#Cc2ccc3cc(CCCO)oc(=O)c3c2)cc1	1%	-3%	i	-1%	5%	?	46%[activator]	42	-20%

structure	HT1080-NT tox	KB-V1 MDR tox	ATXN viability	HT1080 IDH1KD tx	SW480 rereplic	MCF10A rereplic	ATXN2 expr inh	IL-1B inflam inh	KB-3-1 cytotox
Cc1c(Cl)c([N+](=O)[O-])nn1CC(=O)Nc1c(C)n(C)n(-c2ccccc2)c1=O	15%	13%	i	10%	-2%	-2%	2%	11	9%
C/C(CC(=O)Nc1ccc(N(C)C)cc1)=N\NC(=O)c1ccc([N+](=O)[O-])cc1Cl	-1%	9%	i	-6%	0%	-2%	-27%	11	6%
COC(=O)C1(C)NC(c2ccco2)C2C(=O)N(c3ccc(C)cc3)C(=O)C21 (stereo not given)	5%	5%	i	17%	-4%	2%	-3%	15	-1%
CC(C(=O)NCc1ccccc1)N1CCN(c2ccc(F)cc2)CC1 (stereo not given)	0%	-10%	i	-1%	-44%[inhibitor]	4%	9%	-14	0%
Cc1cc(S(=O)(=O)N2CCN(c3ncccn3)CC2)ccc1-n1cnnn1	-20%	-18%	i	-18%	-3%	8%	-4%	-8	4%
O=C(O)CCN1C(=O)C2C3c4ccccc4C(c4ccccc43)[C@@H]2C1=O (stereo not given in full)	-1%	14%	i	0%	?	-3%	.	8	3%
CNc1nc(Nc2ccccc2)nc(OCC(F)(F)F)n1	27%	-1%	i	-3%	-7%	?	-4%	0	3%
CCCCc1cc(=O)oc2cc(C)cc(OC(C)C(=O)O)c12 (stereo not given)	7%	-2%	i	8%	-4%	4%	4%	22	0%
Cc1c(/C=C(\C#N)C(=O)NCc2ccccc2)cc(C#N)n1C	-6%	-17%	i	-6%	?	-2%	-7%	-8	15%
Cc1nc2ccccc2nc(C)c1=NOCc1ccccc1Cl	-9%	0%	i	-4%	3%	23%	5%	19	0%
Cc1ccccc1C(=O)N1CCC(C(=O)NC2CCCCC2)CC1	13%	-5%	i	-1%	-2%	-3%	1%	-6	-1%
Cc1ccc(-c2nnnn2-c2ccc(C)cc2)cc1	2%	-4%	?	0%	-32%[inhibitor]	-1%	-1%	7	3%
COc1ccc(-c2csc(NC(=O)CCCc3cccs3)n2)cc1	4%	-11%	i	24%	-4%	-5%	-3%	14	-1%
CCn1ncc2c1C(=O)NC1c3ccccc3C(=O)N21 (stereo not given)	2%	?	?	0%	0%	17%	1%	-10	?
COC(=O)c1ccc(C(=O)OC)c(NC(=O)C2CC2)c1	-7%	0%	i	0%	-5%	1%	3%	27	4%

# Screening results as filed in PubChem BioAssay.
